# Screens deposited in PubChem by several laboratories.
# LAP4-GFP MLPCN – modulators of LAP4-GFP expression in yeast, primary screen, S. cerevisiae, multiplex flow cytometry, MLPCN library. GFP response vs DMSO, % at 10 µM. 3 h; median GFP as percent of DMSO wells. 0.34% of 320,000 active;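 active = GFP response vs DMSO above a set limit, about the screen mean plus 3 SD, cut at about 150% in these data; inconclusive = under 70 cell events counted for the yeast strain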
# RPL19A-GFP yeast – RPL19A-GFP expression modulators in yeast, primary screen, cell-based, S. cerevisiae, multiplex flow cytometry, MLPCN; S. cerevisiae RPL19A-GFP strain, 3 h; hits give low values; AID 2025, 2009; 0.3% of 330,000 active; percent response vs DMSO, % at 10 µM;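 active = percent response vs DMSO below 50%; inconclusive = fewer than 70 events counted for the yeast strain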;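 also: median channel GFP fluorescence of the barcoded RPL19A-GFP strain; ratio of sample median GFP to plate DMSO average so 100% = DMSO; lower means less RPL19A-GFP as with rapamycin TOR inhibition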
# MEP2-GFP yeast – modulators of MEP2-GFP levels in yeast, primary screen, S. cerevisiae, multiplex flow cytometry, MLPCN library; S. cerevisiae MEP2-GFP strain, 3 h; 100% = DMSO control level; GFP response vs DMSO, % at 10 µM; 0.51% of 330,000 active; AID 2016, 2009;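 active = GFP response versus DMSO above a set limit, roughly screen mean plus 3 SD, cut at about 180% in these data; inconclusive = fewer than 70 cells counted for a yeast strain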;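 also: median GFP fluorescence of the barcode-gated MEP2-GFP cells per well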
# AHR activator – AHR activators, primary screen, cell-based, luminescence, luciferase reporter, human. AHR-responsive luciferase reporter cells. activation, % at 5 µM. 2.5% of 320,000 active. AID 2796, 2010; in the data active = activation above about 47%;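 also: 0% = vehicle wells and 100% = reference agonist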
# EBNA-1 inhibitor – EBNA-1 DNA-binding inhibitors, primary screen, biochemical, fluorescence polarization; AID 1950, 2009; 0.34% of 300,000 active; inhibition, % at 14.8 µM; in the data active = inhibition above about 28%
# procasp3 activ – activators of human procaspase-3 D3A mutant, primary screen, biochemical, absorbance, PC-3 D3A mutant, single concentration | recombinant procaspase-3 D3A, Ac-DEVD-pNA absorbance 405 nm | AID 463141, 2010 | Caspase-3 (Homo sapiens), P42574 | 0.11% of 330,000 active | activation, % at 8.5 µM;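 active = activation above the mean of all tested compounds plus 3 SD, cut at about 21% in these data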;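 also: 0% = DMSO alone and 100% = DMSO wells spiked with extra 5 µM PC-3 D3A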
#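 Assay system: Autoprocessing-dead procaspase-3 D3A mutant enzyme; also added: Ac-DEVD-pNA; doses: one concentration, 8.5 µM nominal, 0.8% DMSO; times: 1 h compound preincubation, 2 h substrate hydrolysis at 25 °C; technique: 405 nm absorbance of p-nitroaniline, reads at 0 and 120 min; measure: % activation between DMSO and enzyme-spiked controls; repeats: single replicate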
# ZTA counter – blocks Epstein-Barr virus ZTA, an EBNA-1 counter-screen; P03206; ZTA-DNA binding, fluorescence polarization; inhibition, % at 11 µM; 0.15% of 320,000 active; AID 2234; in the data active = inhibition above about 33%
# procasp7 counter – procaspase-7 activators, primary screen, counter-screen for procaspase-3 activator project, biochemical, absorbance, HTS, human. Caspase-7 (Homo sapiens), P55210. recombinant procaspase-7, Ac-DEVD-pNA absorbance 405 nm; D23A/D198A/D206A triple mutant, cannot self-cleave; scale: DMSO 0, 5 µM enzyme 100. activation, % at 8.5 µM. 0.093% of 330,000 active. AID 463210, 2010;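 active = percent activation above the screen-wide mean plus 3 SD, cut at about 25% in these data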
#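 Assay system: Uncleavable procaspase-7 mutant enzyme | Input: 2 µM procaspase-7 mutant as dispensed | Timing: 1 h compound preincubation, 2 h substrate cleavage, 25 °C | Repeats: One well per compound | Control set: DMSO wells as 0%, DMSO with 5 µM added PC-7 as 100% | Technique: Epi-absorbance of released pNA at 405 nm, two timepoints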
# An asterisk follows results filed as active; ? = inconclusive; . = not tested or not shown; [ ] = remark or other dose.
SMILES,LAP4-GFP MLPCN,RPL19A-GFP yeast,MEP2-GFP yeast,AHR activator,EBNA-1 inhibitor,procasp3 activ,ZTA counter,procasp7 counter
CCOC(=O)N/N=C/c1cccnc1,123[may fluoresce violet],53[may fluoresce violet],88[may fluoresce violet],2,-11,0,-3,7
CCOc1ccc(-c2cc(C(=O)N/N=C/c3ccc(O)cc3)c3ccccc3n2)cc1,.,97,100,8,-1,-36,0,-92
COc1cccc(=O)c2c(C)n(C)c(C)c12,95,95,102,0,6,-6,-2,2
Cc1ccoc1C(=O)N1CCCCC1C(=O)O (stereo unspecified),101,100,98,-3,0,-2,-15,2
Cc1ccc(CN(C)C2CCN(C)CC2)cc1,81,94,96,1,-9,3,-13,-6
O=C1CN(S(=O)(=O)c2ccccc2)CCN1S(=O)(=O)c1ccccc1,109,108,105,6,-4,0,12,-11
C=CCn1c(-c2ccco2)n[nH]c1=S,88,92,93,0,-10,-7,-5,-4
O=C(Nc1ccccc1)c1ccccc1NC(=O)c1ccccc1[N+](=O)[O-],118,97,98,6,5,3,9,5
CCOc1ccc(S(=O)(=O)NCc2ccncc2)cc1NC(=O)c1ccccc1,90,102,92,-8,-10,2,-5,0
CC(Cc1c[nH]c2ccccc12)NC(=O)OCCCl (stereo unspecified),92,100,103,4,8,1,-8,9
Cc1cc(Cl)ccc1NNC(=O)c1c(C)noc1C,99,100,104,1,-3,-23,3,-17
COc1cc(C#Cc2ccc3cc(C(C)(C)O)oc(=O)c3c2)cc(OC)c1,96,92,85,-1,.,4,0,3
COc1ccccc1OCCCOc1ccc(/C=C2\SC(=O)NC2=O)cc1OC,111,107,115,6,11,9,7,5
Cc1cc(N2CCN(c3ccc(F)cc3)CC2)nc(-c2ccccc2)n1,104,95,87,-13,-5,0,-26,-10
COc1ccc([N+](=O)[O-])cc1N(CC(=O)NCCC1=CCCCC1)S(C)(=O)=O,102,100,101,-1,4,-4,6,8
Cc1ccc(N=C2SCCCN2C(=O)c2ccco2)cc1Cl,91,96,91,1,2,-5,7,10
CCCNC(=O)c1onc(CSc2ccc(F)cc2)c1C(=O)NC(C)C,123,98,94,-1,3,4,-15,9
COc1ccc(Nc2nc(N)nc(CSc3nccn3C)n2)cc1,95,104,103,34,-4,6,-8,7
Clc1ccccc1CSc1ncn(-c2ccccc2)n1,93,95,103,68*,-4,-6,0,-2
COc1ccccc1N1CCN(C(=O)/C=C/c2cccs2)CC1,96,99,93,5,-5,5,1,2
NC(=S)NC1CC2CC1C1C=CCC21 (stereo unspecified),106,105,95,-1,-15,-10,-9,1
COCCCNC(=O)Cn1c(=O)n(CCCCCC(=O)Nc2ccccc2)c(=O)c2sccc21,91,104,103,-2,-6,9,4,-1
NC(=O)Cn1c(=O)n(CCCC(=O)NC2CCN(Cc3ccccc3)CC2)c(=O)c2ccccc21,98,97,97,2,-1,-2,-11,1
Nc1cc(C(F)(F)F)ccc1OCC1CCCO1 (stereo unspecified),100,100,105,7,-6,-2,4,5
COc1ccc(NC(=O)CNC(=O)c2nn(-c3ccc(OC)cc3OC)c(=O)c3ccccc23)c(OC)c1,89,98,99,1,4,-2,7,-1

# Following part
SMILES,LAP4-GFP MLPCN,RPL19A-GFP yeast,MEP2-GFP yeast,AHR activator,EBNA-1 inhibitor,procasp3 activ,ZTA counter,procasp7 counter
COc1cccc(-c2cc(C(=O)N/N=C/c3cccc(OC)c3OC)c3ccccc3n2)c1,112,96,98,40,1,-3,2,4
O=C(/C=C/c1c(Cl)cccc1Cl)NCc1ccccc1,91,103,101,-2,-1,2,-2,0
O=C(Cn1nc(C(F)(F)F)c2c1CCCC2)NCCN1CCOCC1,99,102,99,1,-5,6,-9,2
O=C(NNC(=O)c1cc2cc3ccccc3nc2s1)c1cccc(Cl)c1,113,104,104,48*,0,-7,-2,17
CC(=O)c1ccc(NC(=S)NCc2cccnc2)cc1,105,104,101,5,-16,-10,2,-6
O=C(COC(=O)C1=COCCO1)Nc1cc(S(=O)(=O)N2CCCCC2)ccc1Cl,95,106,111,1,-1,6,1,11
CCOC(=O)c1c(C)oc(NC(=O)CCl)c1C(=O)OCC,100,106,104,2,-7,3,10,5
CC(=O)Nc1ccc(NC(=O)CN(c2cccc(C(C)=O)c2)S(C)(=O)=O)cc1,102,103,106,0,-7,-10,7,12
COc1ccc(C(=O)NC(C)c2cc(OC)c(OC)cc2Br)cc1 (stereo unspecified),118,113,118,0,-1,-2,12,2
Cc1ccc(NC(=O)NC2=N/C(=C(/C#N)C(=O)N3CCCC3)c3ccccc32)cc1,103[may fluoresce violet],21*[may fluoresce violet],237*[may fluoresce violet],-7,4,1,-8,6
O=C(NNS(=O)(=O)c1ccc(Br)cc1)c1ccccc1-n1cccc1,108,99,102,4,-4,-1,-16,-2
O=C(NCC1CCCO1)[C@@H]1CSC2c3ccccc3C(=O)N21 (stereo partly specified),102,103,103,2,2,8,-22,2
C=CCSc1nnc(CNS(=O)(=O)c2ccc(C)cc2)n1C,100,103,105,-4,5,-2,5,7
COc1cc(N)c(Cl)cc1C(=O)OC(C)C(=O)Nc1cccc(S(=O)(=O)N2CCOCC2)c1 (stereo unspecified),99,93,85,0,-4,13,-1,6
COc1cc(/C=N/NC(=O)/C(=C/c2ccccc2)CCO)ccc1O,80,99,102,5,-8,-8,10,-1
CCCCNC(=O)Nc1nc(SCC(=O)OCC)n[nH]1,95,108,105,0,9,3,14,1
CCOc1ccc(S(=O)(=O)Nc2ccc3c(c2)n(C)c(=O)n3C)cc1,98,101,103,-1,-9,6,15,1
CCOC(=O)[C@@H]1[C@H]2COc3ccccc3[C@H]2N2C(=O)N(c3cccc(Cl)c3)C(=O)[C@@]12C,130,91,88,11,1,1,-23,1
COc1cccc(-c2nc(CCl)cs2)c1OC,99,106,111,1,-6,-5,0,0
COc1ccc(/C=C2\SC(=S)N(CC(=O)NNC(=O)c3ccncc3)C2=O)cc1,113,105,113,-1,-6,6,-11,-4
COc1ccccc1OCC(=O)Nc1ccccc1C(=O)NC1CC1,101,97,85,16,1,-9,-21,9
COc1ccc(S(=O)(=O)n2ccnc2)c2cccnc12,93,94,99,2,-1,-10,-1,-6
CCc1ccc2c(c1)C(c1ccc([N+](=O)[O-])cc1)=NNC(c1ccc(F)cc1)=N2,106,100,109,3,4,-1,-14,-3
COc1ccc(O)c(C(=O)c2cnn(-c3ccc(Cl)cc3)c2)c1,93,100,98,3,5,-3,-2,-1
COc1cc(OC)cc(C(=O)NNC(=O)CN2C(=O)NC(C)(c3ccc(C)cc3)C2=O)c1 (stereo unspecified),105,105,103,0,6,-7,12,-3

# Additional structures follow.
SMILES,LAP4-GFP MLPCN,RPL19A-GFP yeast,MEP2-GFP yeast,AHR activator,EBNA-1 inhibitor,procasp3 activ,ZTA counter,procasp7 counter
CCOC(=O)c1c(C)[nH]c(N=Nc2ccc(C)cc2)c1C,100,97,95,-6,-12,-27,5,-37
N#CCSc1nnc(C2CCCCC2)n1Cc1ccccc1,103,99,104,-4,-8,1,1,0
COc1ccc(CN(CCCN2CCOCC2)S(=O)(=O)N(C)C)cc1OC,112,98,104,-1,-5,-5,11,14
NS(=O)(=O)c1ccc(CCNC(=O)c2ccccc2Cc2ccccc2)cc1,94,101,105,-3,-6,-1,-3,4
Cc1cc([N+](=O)[O-])ccc1NC1CCCC1,97,96,101,0,2,-12,-2,-15
Cc1ccc2oc(-c3ccccc3)nc2c1,105,102,109,2,-2,-3,-5,6
CCOC(=O)c1sc(-c2ccccc2)cc1NC(=O)Nc1ccc([N+](=O)[O-])cc1,87,98,113,3,-11,-4,-10,0
COc1cc2ccccc2cc1C(=O)Nc1ccc(Cc2ccncc2)cc1,105,101,104,46,-16,-2,2,-5
CCn1ncc([N+](=O)[O-])c1C(=O)Nc1nc2cccc(C)c2s1,114,93,94,9,-2,-2,4,10
Cc1cc(C)c(NC(=S)NC(CO)(CO)CO)c(C)c1,.,105,107,-1,6,2,7,1
O=c1cc(C(F)(F)F)nc(SCc2cccnc2)[nH]1,104,96,106,2,-4,0,-6,-3
CC/C(=N\NC(=O)COc1ccc(Br)cc1)c1ccc(OC)c(OC)c1,108,103,111,8,-7,5,-23,-5
O=S(=O)(NCCSc1nnc(-c2ccco2)n1-c1ccccc1)c1ccccc1,103,99,106,3,-8,3,-7,2
O=C(COC(=O)c1ccccc1NC(=O)c1ccco1)Nc1ccc2c(c1)OCO2,89,88,92,3,11,9,8,-3
Cc1ccc(NC(=O)/C(C#N)=C/c2ccc(C)s2)c(C)c1,115[may fluoresce violet],56[may fluoresce violet],468*[may fluoresce violet],-3,0,3,3,-13
COc1cccc(CC(NC(C)=O)C(=O)NC2CCN(C(=O)c3ccc(Cl)cc3)CC2)c1OC (stereo unspecified),96,102,102,-2,-8,-1,0,2
CCCCC(CC)COC1(c2ccccc2)OC(=O)c2ccccc21 (stereo unspecified),100,97,104,0,0,1,10,7
CCN1CCN(C(=O)c2cccc(OC3CCN(S(=O)(=O)N(C)C)CC3)c2)CC1,103,93,92,5,1,-2,-1,1
CN1CCN(C(=O)CCC(=O)NCc2ccc(F)cc2)CC1,82,93,90,0,3,5,-3,4
CCCc1cc(=O)[nH]c(SCC(=O)Nc2sc3c(c2C(N)=O)CCCC3)n1,99,100,105,6,.,-1,.,7
O=C(c1nc2nc(-c3ccccc3)cc(C(F)(F)F)n2n1)N1CCOCC1,100[may fluoresce violet],49*[may fluoresce violet],548*[may fluoresce violet],12,-6,-3,-8,3
C=CCn1c(SCC(=O)NC(=O)NCCC)nnc1C1CCCCC1,93,.,100,1,0,9,10,10
COc1ccc(N2C(=O)C3C4C=CC(CC4)C3C2=O)c([N+](=O)[O-])c1 (stereo unspecified),89,95,97,0,5,7,-2,4
NC(=O)C1CCCN1 (stereo unspecified),94,97,?,-1,1,5,-5,8
CN(C)C(CNC(=O)c1cccnc1Sc1ccccc1)c1ccco1 (stereo unspecified),107,93,94,1,6,0,-1,-3
Cn1cc([N+](=O)[O-])c(C(=O)N/N=C/c2ccncc2)n1,82,102,101,12,-8,4,-18,-2
Cc1ccc2c(c1)c1nnc(SCC(=O)Nc3ccccc3C(F)(F)F)nc1n2CC(=O)O,91,99,96,2,-3,-2,15,6

# Compound profiles, as listed above. Order of values: LAP4-GFP MLPCN | RPL19A-GFP yeast | MEP2-GFP yeast | AHR activator | EBNA-1 inhibitor | procasp3 activ | ZTA counter | procasp7 counter
# CN(C)C(CNC(=O)c1cccnc1Sc1ccccc1)c1ccco1 (stereo unspecified) is listed with 107 | 93 | 94 | 1 | 6 | 0 | -1 | -3
# O=c1cc(C(F)(F)F)nc(SCc2cccnc2)[nH]1 is listed with 104 | 96 | 106 | 2 | -4 | 0 | -6 | -3

# Looked up above.
# Entry for CCOC(=O)c1sc(-c2ccccc2)cc1NC(=O)Nc1ccc([N+](=O)[O-])cc1 under procasp7 counter: 0
# Entry for N#CCSc1nnc(C2CCCCC2)n1Cc1ccccc1 under LAP4-GFP MLPCN: 103
